Compound activity: PubChem, several laboratories
Yeast lifespan up: compounds extending yeast replicative lifespan, primary screen, S. cerevisiae, OD615. actives 0.68% (n = 130,000). S. cerevisiae growth with nicotinamide; deaD strain in restrictive glucose medium. inhibition of the nicotinamide effect, % at 10 µM;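 active = inhibition above a set limit, placed 3 SD over the median of all compounds, cut at about 26% in these data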;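 also: 0% = nicotinamide-treated wells and 100% = cells grown without nicotinamide; some compounds called inactive have numbers as strong as hits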
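Assay system: DeaD-strain S. cerevisiae. Medium: CSMM-D glucose medium, restrictive. Reagent: nicotinamide, 1.5 mM, co-present with compound. Compound: 10 µM single point, 0.25% DMSO. Schedule: culture preincubation 4 h, compound exposure 48 h, both 30 °C. Detection: absorbance at 615 nm.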
MRP-1 activ: H69AR viability gain despite doxorubicin, primary screen, MRP-1 activator project, H69AR cells, CellTiter-Glo; viability rescue; viability increase, % at 10 µM; actives 0.61% (n = 140,000);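 active = viability gain under doxorubicin at or above a set limit, the compound median plus 3 SD, cut at about 4.7% in these data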;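 also: MRP-1 overexpressing cells given doxorubicin 25 µM after compound pretreatment; 18-22 h compound pretreatment then 72 h with doxorubicin before readout; 0% = doxorubicin-only wells and 100% = vehicle-treated cells without doxorubicin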
NPY-Y2 antag: NPY-Y2 receptor antagonists, primary screen, cell-based; Neuropeptide Y receptor type 2 (Homo sapiens), P49146; NPY-Y2 expressing cells, antagonist mode; inhibition, % at 2.7 µM; actives 0.99% (n = 140,000); AID 793, 2007; in the data active = inhibition above about 17%;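 also: 0% = vehicle with agonist challenge and 100% = reference antagonist with challenge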
Target sequence (P49146 whole entry, looked up): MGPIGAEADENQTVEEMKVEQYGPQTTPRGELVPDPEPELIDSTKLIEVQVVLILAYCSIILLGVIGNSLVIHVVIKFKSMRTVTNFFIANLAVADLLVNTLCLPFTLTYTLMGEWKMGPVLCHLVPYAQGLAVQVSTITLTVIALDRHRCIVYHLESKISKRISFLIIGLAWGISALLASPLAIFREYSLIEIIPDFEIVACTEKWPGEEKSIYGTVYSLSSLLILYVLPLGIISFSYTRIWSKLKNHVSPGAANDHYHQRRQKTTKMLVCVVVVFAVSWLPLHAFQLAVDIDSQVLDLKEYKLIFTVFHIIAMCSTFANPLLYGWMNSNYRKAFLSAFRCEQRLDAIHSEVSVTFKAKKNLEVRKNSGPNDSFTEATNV
Phagocytosis inh: inhibitors of macrophage phagocytosis, primary screen, imaging, J774A.1 cells, IgG beads; J774A.1 macrophage IgG-bead phagocytosis; inhibition, % at 5 µM; actives 0.07% (n = 110,000); AID 1029, 2008;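 active = inhibition above the mean of the plate negative controls plus 5 SD, cut at about 13% in these data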;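 also: phagocytic index as fraction of beads internalized from green versus red external bead signal; plate controls were DMSO negative control for no effect and cytochalasin-D positive control for full effect; some results beyond the cut were filed as inactive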
Yeast growth inh: growth inhibitors of yeast BB579 in restrictive medium, primary screen, yeast lifespan-shortening project, S. cerevisiae; OD615, 48 h; inhibition, % at 10 µM; actives 0.51% (n = 140,000);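 active = inhibition above a set limit, 3 SD over the mean compound inhibition, cut at about 44% in these data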; also: inactives centre near -24
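Test system: DeaD yeast strain BB579 / Buffer or medium: restrictive glucose-based CSMM-D medium / Doses: single 10 µM dose / Schedule: 4 h cell preincubation, 48 h compound exposure, 30 °C humidified / Technique: culture absorbance at 615 nm / Controls: amphotericin B positive control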
HCT116 PTEN-null: growth suppression of PTEN-null HCT116, primary screen, cell-based, CellTiter-Glo; HCT116 PTEN-null viability, 60 h; hits give low values; viability, % at 10 µM; actives 1.2% (n = 140,000);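 active = viability at or below a set limit, 4 SD under the median of all tested compounds, cut at about 3.7% in these data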;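 also: PTEN knockout HCT116 line with beta catenin targeted HCT116 as companion control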
E-sel TNF inh: E-selectin induction blockers in HUVEC – imaging, immunofluorescence, high content, primary screen; inhibition, % at 2 µM; HUVEC TNFa-induced E-selectin immunofluorescence; actives 0.71% (n = 120,000);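 active = inhibition above the batch mean plus 3 SD, and confirmed as a hit on visual image review, cut at about 43% in these data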;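 also: 0% = TNF-stimulated DMSO wells and 100% = unstimulated control wells; not every result past the cut was called active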
bCat KO growth: primary screen for growth suppressors in beta-catenin knockout HCT116 cells (colon tumor, human); HCT116 beta-catenin knockout viability, CellTiter-Glo, 60 h; hits give low values; viability, % at 10 µM; actives 1.5% (n = 140,000); AID 818, 2007;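 active = viability at or under a set limit, the compound median less 4 SD, cut at about 6% in these data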;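 also: 0% = Hyamine 1622 control at 20 µM and 100% = untreated cell control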
GALR2 blocker: GALR2 antagonists in receptor-expressing cells, primary screen; Galanin receptor type 2 (Homo sapiens), O43603; antagonist mode; inhibition, % at 4 µM; AID 828, 2007; actives 0.39% (n = 140,000); in the data active = inhibition above about 27%;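 also: cells stimulated with galanin 1-16 at roughly its EC80; 0% = agonist challenge control and 100% = basal control without agonist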
Target sequence (O43603 whole entry, looked up): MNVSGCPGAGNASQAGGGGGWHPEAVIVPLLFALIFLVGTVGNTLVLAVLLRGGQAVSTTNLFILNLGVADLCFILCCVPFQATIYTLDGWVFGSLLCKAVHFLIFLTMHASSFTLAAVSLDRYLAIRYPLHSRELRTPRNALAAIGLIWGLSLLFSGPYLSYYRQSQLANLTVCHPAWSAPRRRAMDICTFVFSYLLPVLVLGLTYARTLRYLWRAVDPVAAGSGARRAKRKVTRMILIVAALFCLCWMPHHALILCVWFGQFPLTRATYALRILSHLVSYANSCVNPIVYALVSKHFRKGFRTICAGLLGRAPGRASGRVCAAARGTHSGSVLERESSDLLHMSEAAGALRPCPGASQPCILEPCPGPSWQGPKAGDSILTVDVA
Measles CPE: compounds protecting cells from measles virus cytopathic effect, primary screen, measles RdRp inhibitor project, single point, MLSMR library, absorbance. Measles virus-infected cells, CPE protection. protection (pct of control), % at 4 µM. actives 1.5% (n = 140,000); in the data active = protection mostly above about 24%, no sharp cut-off; inactive = mostly below about 26%; also: some compounds called inactive have numbers as strong as hits
The depositor's hits bear a star; / = not tested or not shown.

(1) O=C(CSC1=NCCS1)Nc1nc(-c2ccccc2)cs1
(2) CCOc1cc2[nH]c(=S)n(CC3CCCN3CC)c(=O)c2cc1OCC (stereo not given)
(3) CC(C#CCN1CCCCC1)OCCOCc1ccccc1 (stereo not given)
(4) O=c1[nH]c(SCCOc2ccccc2)nc2ccccc12
(5) CCOc1ccc(NC(=O)CSc2nnc(Cc3cccn3C)n2-c2ccc(F)cc2)cc1
(6) COc1cc(/C=N/NC(=O)c2cc(-c3ccc4c(c3)OCO4)n[nH]2)ccc1O
assay / compound,1,2,3,4,5,6
Yeast lifespan up,-15,-1,-12,-9,-1,-2
MRP-1 activ,-2.0,-3.3,1.2,1.0,-4.0,-1.8
NPY-Y2 antag,2,2,6,2,-1,1
Phagocytosis inh,-1,2,/,-1,0,/
Yeast growth inh,-6,-35,-12,-27,-47,-7
HCT116 PTEN-null,80,96,96,87,92,66
E-sel TNF inh,/,8,10,7,-9,-18
bCat KO growth,72,101,90,99,85,71
GALR2 blocker,-7,5,-11,19,14,18
Measles CPE,6,27,10,-1,23,0

(7) CCC(C)(C(=O)NC1CCCC1)N(C(=O)c1ccccn1)c1ccccc1 (stereo not given)
(8) CS(=O)(=O)N1CCN(c2ccccc2NC(=O)c2cccs2)CC1
(9) Cc1ccc(Sc2cnn(-c3ccccc3)c(=O)c2Cl)cc1
(10) CCn1c(=Nc2ccc(N3CCOCC3)cc2)ccc2ccccc21
(11) COc1ccc(-c2cc(N3CCCC3)n3ncnc3n2)cc1
(12) CCn1c(CNc2ccccc2Cl)nnc1SCC(=O)NCc1ccccc1
assay / compound,7,8,9,10,11,12
Yeast lifespan up,-10,-5,31*,-8,-10,-5
MRP-1 activ,-0.5,-3.8,-5.5,-1.1,-1.3,-3.5
NPY-Y2 antag,7,3,10,3,0,1
Phagocytosis inh,/,10,-1,2,0,-2
Yeast growth inh,-40,-48,-9,-7,-32,-19
HCT116 PTEN-null,95,86,45,59,69,91
E-sel TNF inh,/,-12,-35,21,-12,/
bCat KO growth,94,92,54,57,65,101
GALR2 blocker,9,-15,4,-7,15,3
Measles CPE,11,16,4,18,12,16

(13) COC(=O)Cc1ccc(NC(=S)N2CCN(c3ccc(F)cc3)CC2)cc1
(14) COC(=O)c1cc(S(=O)(=O)N2CCOCC2)ccc1Sc1ccccc1N
(15) COc1ccccc1C1Nc2cccc3cccc(c23)N1
(16) Cc1ccc(C(=O)NC(c2ccccc2)C(Cl)Cl)cc1 (stereo not given)
(17) CCC1=Nc2cc(C(=O)NCc3ccco3)ccc2Sc2ccc(C)cc21
(18) C=CCn1c(SCC(=O)c2ccc(Cl)cc2)nnc1-c1ccc2c(c1)OCO2
assay / compound,13,14,15,16,17,18
Yeast lifespan up,1,-7,-13,-4,4,10
MRP-1 activ,-1.3,-4.3,-0.9,4.3,-3.4,-2.2
NPY-Y2 antag,3,-2,1,1,2,14
Phagocytosis inh,2,1,-1,-6,6,-2
Yeast growth inh,-45,-22,-35,-27,-18,-65
HCT116 PTEN-null,85,81,90,85,13,74
E-sel TNF inh,30,18,-14,-4,/,9
bCat KO growth,91,87,80,85,12,69
GALR2 blocker,4,0,16,11,31*,9
Measles CPE,16,16,6,5,1,3

Some of these compounds in order of the E-sel TNF inh value, low to high:
#	molecule	Yeast lifespan up	NPY-Y2 antag	Phagocytosis inh	E-sel TNF inh	GALR2 blocker	Measles CPE
9	Cc1ccc(Sc2cnn(-c3ccccc3)c(=O)c2Cl)cc1	31*	10	-1	-35	4	4
4	O=c1[nH]c(SCCOc2ccccc2)nc2ccccc12	-9	2	-1	7	19	-1
18	C=CCn1c(SCC(=O)c2ccc(Cl)cc2)nnc1-c1ccc2c(c1)OCO2	10	14	-2	9	9	3
3	CC(C#CCN1CCCCC1)OCCOCc1ccccc1 (stereo not given)	-12	6	/	10	-11	10

(next part)
(19) COc1cc(NC(=O)C2CCN(S(=O)(=O)c3ccc(Cl)cc3)CC2)ccc1-n1cnnn1
(20) CC(C)(C)NC(=O)Cn1c(SCC(=O)NC2CCCCC2)nc2ccccc21
(21) OCCNc1nc(SCc2ccccc2)nc2sc3c(c12)CCC3
(22) COc1ccc(C(=O)n2nc(-c3ccc(Cl)cc3)nc2N)cc1OC
(23) Cc1cccc(C2CC(c3ccc(Br)cc3)Nc3nc(N)nn32)c1 (stereo not given)
(24) CCCn1nc(C(=O)N2CC(=O)Nc3ccccc32)c2ccccc2c1=O
assay / compound,19,20,21,22,23,24
Yeast lifespan up,-5,-3,-28,-11,-9,-11
MRP-1 activ,-1.7,-2.4,-2.6,-3.6,-2.0,-4.2
NPY-Y2 antag,-3,4,-1,3,2,2
Phagocytosis inh,-2,-1,/,0,0,/
Yeast growth inh,-8,-23,-41,-7,-21,-33
HCT116 PTEN-null,68,89,45,74,62,27
E-sel TNF inh,-5,-8,-7,-38,/,-27
bCat KO growth,82,89,36,79,58,31
GALR2 blocker,0,-6,-7,5,1,4
Measles CPE,4,12,20,6,4,1

(25) COc1ccccc1NC(=O)CSc1ncn[nH]1
(26) CCOC(=O)[C@@H]1CCNC[C@@H]1c1ccccc1
(27) Cc1ccc(S(=O)(=O)N2CCC[C@H]2C(=O)OC(C)C(=O)Nc2ncc(Cl)cc2Cl)cc1 (stereo not given in full)
(28) C#CCOc1ccc(Br)cc1/C=N/O
(29) O=C(Nc1ccc2cn[nH]c2c1)c1ccc(Cl)c(S(=O)(=O)N2CCOCC2)c1
(30) COc1ccc(C(c2c(C)[nH]n(-c3ccccc3)c2=O)c2c(C)[nH]n(-c3ccccc3)c2=O)cc1OC
assay / compound,25,26,27,28,29,30
Yeast lifespan up,-11,2,-13,-7,8,-3
MRP-1 activ,2.3,-2.5,-3.3,-2.8,-3.2,-2.2
NPY-Y2 antag,1,2,-3,4,-2,2
Phagocytosis inh,-1,-2,0,0,/,-12
Yeast growth inh,-15,-12,-12,-14,-42,-13
HCT116 PTEN-null,98,101,98,89,86,98
E-sel TNF inh,/,17,-9,8,1,2
bCat KO growth,86,100,88,89,86,93
GALR2 blocker,8,9,-6,-9,7,11
Measles CPE,3,5,3,7,9,24

Quoted at random: two entries already listed, in no set order.
(28) C#CCOc1ccc(Br)cc1/C=N/O
(30) COc1ccc(C(c2c(C)[nH]n(-c3ccccc3)c2=O)c2c(C)[nH]n(-c3ccccc3)c2=O)cc1OC
assay / compound,28,30
Yeast lifespan up,-7,-3
MRP-1 activ,-2.8,-2.2
NPY-Y2 antag,4,2
Phagocytosis inh,0,-12
Yeast growth inh,-14,-13
HCT116 PTEN-null,89,98
E-sel TNF inh,8,2
bCat KO growth,89,93
GALR2 blocker,-9,11
Measles CPE,7,24

Next part.
(31) O=C(c1ccc(S(=O)(=O)c2ccccc2Cl)c([N+](=O)[O-])c1)N1CCN(Cc2ccccc2)CC1
(32) Cc1cc(C)c(C#N)c(Sc2ccc(N)cc2)n1
(33) COc1ccc(S(=O)(=O)Nc2nc(C(F)(F)F)cs2)cc1
(34) Cc1ccc(Nc2c3c(nc4ncnn24)CCC3)cc1
(35) COc1n[nH]c2nncnc12
(36) c1ccc2c(-c3nnc4n3CCCCC4)cc(-c3ccncc3)nc2c1
assay / compound,31,32,33,34,35,36
Yeast lifespan up,-3,-3,-10,2,0,4
MRP-1 activ,-5.5,-1.9,-0.8,-1.9,0.1,-3.1
NPY-Y2 antag,3,2,4,1,1,3
Phagocytosis inh,-6,-2,0,-1,/,0
Yeast growth inh,19,-32,-15,-58,-28,0
HCT116 PTEN-null,9,99,108,73,93,85
E-sel TNF inh,14,/,0,1,-15,/
bCat KO growth,4.9*,90,100,78,91,93
GALR2 blocker,-3,10,3,-5,-4,-10
Measles CPE,4,1,19,12,8,6

(37) CC(C)C(NS(=O)(=O)c1ccc2c(c1)oc(=O)n2C)C(=O)N1CCN(Cc2ccccc2)CC1 (stereo not given)
(38) COC(=O)CSc1nc2cc(C)cc(C)c2cc1C#N
(39) CCCC(=O)c1c(C)c2ccccc2n1C
(40) CN1CCN(C(=O)c2cc(-c3ccccc3)on2)CC1
(41) COc1ccc(CCNC(=O)c2ccc(CN3CCC(Cc4ccccc4)CC3)cc2)cc1OC
(42) CC(C)NS(=O)(=O)c1ccc(NC(=O)Cc2cccs2)cc1
assay / compound,37,38,39,40,41,42
Yeast lifespan up,-6,-4,-14,0,4,0
MRP-1 activ,-0.6,-1.8,-0.4,0.2,-3.6,-1.8
NPY-Y2 antag,1,-1,2,4,3,1
Phagocytosis inh,0,-1,2,0,-2,-1
Yeast growth inh,-55,-12,-30,-34,1,-8
HCT116 PTEN-null,99,92,93,104,30,106
E-sel TNF inh,/,/,-3,1,/,5
bCat KO growth,92,86,98,101,31,95
GALR2 blocker,-1,3,-7,-6,1,1
Measles CPE,8,31,1,3,6,2

(43) Cc1ccc(-c2ccc(/C=C3/NC(=O)NC3=O)o2)cc1[N+](=O)[O-]
(44) COc1cc(C2C(C#N)=C(N)N(c3sc4c(c3C#N)CCCC4)C3=C2C(=O)CC(C)(C)C3)cc(OC)c1OC (stereo not given)
(45) CCN(CC)C(=O)CC(c1ccc(F)cc1)c1ccc(OC(C)C)cc1 (stereo not given)
(46) O=C(Nc1cccc(F)c1)/C(=C\c1cccnc1)NC(=O)c1cccs1
(47) COC(=O)c1[nH]c2ccc(Br)cc2c1NC(=O)CN1CCN(C2CCCCC2)CC1
(48) O=C(CSc1oc(-c2cccs2)nc1S(=O)(=O)c1ccccc1)NC1CCCCC1
(49) O/N=C1\CC2(Cc3nonc31)OCCO2
assay / compound,43,44,45,46,47,48,49
Yeast lifespan up,-1,-3,4,-10,-15,-11,-10
MRP-1 activ,-3.9,-2.5,1.1,-0.1,-1.9,-6.1,-2.6
NPY-Y2 antag,6,-1,5,1,13,2,1
Phagocytosis inh,-4,/,/,/,/,-3,-1
Yeast growth inh,-26,-43,-42,-27,-7,-5,-40
HCT116 PTEN-null,53,47,72,92,1.8*,76,102
E-sel TNF inh,/,-21,7,-30,-2,13,12
bCat KO growth,72,59,70,99,1.7*,83,103
GALR2 blocker,-2,-11,-8,-10,-1,-4,-7
Measles CPE,40,9,6,25,5,27,6
